# Screening data as filed in PubChem.
# APE1 inh – APE1 (human) endonuclease inhibition. P27695. recombinant APE1, TAMRA/BHQ-2 abasic DNA cleavage fluorescence. Potency, µM (series often up to 65.8 µM), for the others: at the top dose activity change, negative = inhibition, most hits filed as inhibitors. 0.35% of 350,000 active. AID 2517;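 also: plate controls were vehicle for no effect and reference inhibitor for full effect; nearly all actives have a fitted effect of over 55% in size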
# Target sequence (P27695 whole entry, looked up): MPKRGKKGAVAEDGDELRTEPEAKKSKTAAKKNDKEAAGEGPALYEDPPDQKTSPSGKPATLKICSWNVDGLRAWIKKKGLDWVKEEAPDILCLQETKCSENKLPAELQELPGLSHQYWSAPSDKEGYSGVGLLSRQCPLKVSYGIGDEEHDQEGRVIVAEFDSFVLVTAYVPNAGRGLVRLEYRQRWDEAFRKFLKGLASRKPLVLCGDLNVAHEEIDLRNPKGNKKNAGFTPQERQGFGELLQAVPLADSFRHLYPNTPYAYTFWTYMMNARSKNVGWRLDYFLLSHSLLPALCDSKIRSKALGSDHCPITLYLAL
#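 Substrate: short duplex with […] THF abasic site, 5'-TAMRA and 3'-BHQ-2, 50 nM final. APE1 at 0.75 nM, preincubated 15 min RT with compound. Fluorescence increase from first to third read measured activity.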
# G9a inh – inhibitors of human histone lysine methyltransferase G9a. Potency, µM (titrated, usually from 102 µM), for the others: at the top dose activity, negative = inhibition, most hits filed as inhibitors. G9a H3K9 monomethylation, AlphaScreen, 2 h. Q96KQ7. 8.8% of 350,000 active. AID 504332; also: % is scaled to controls: 0 for no effect and ±100 for the full control effect; nearly all actives have a fitted effect of over 75% in size
#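 Signal arises when biotinylated H3K9 peptide, once monomethylated, bridges streptavidin donor and antibody-captured acceptor beads. Enzyme at 20 nM was preincubated 15 min with test compounds; peptide 500 nM and SAM 20 uM then reacted for 2 h.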
# POLH inh – blocks human DNA polymerase eta activity. 1.2% of 390,000 active. recombinant Pol eta, fluorescent DNA replication assay. Potency, µM (top dose mostly 114 µM), for the others: top-dose activity change, negative = inhibition, actives largely listed as inhibitors; also: % is scaled to controls: 0 for no effect and ±100 for the full control effect
#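 Pol eta (10 nM) was preincubated with compounds for 15 min at room temperature, after which fluorescent replication substrate (50 nM final) was added to start the reaction. Fluorescence was read kinetically at 0 and 10 min.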
# POLI inh – blocks human DNA polymerase iota activity; Q9UNA4; Pol iota fluorescent replication assay, 10 min; Potency, µM (highest dose often 115 µM), without a hit: at the top dose activity, negative = inhibition, actives largely listed as inhibitors; 1% of 390,000 active; AID 588590
# Target sequence (Q9UNA4 whole entry, looked up): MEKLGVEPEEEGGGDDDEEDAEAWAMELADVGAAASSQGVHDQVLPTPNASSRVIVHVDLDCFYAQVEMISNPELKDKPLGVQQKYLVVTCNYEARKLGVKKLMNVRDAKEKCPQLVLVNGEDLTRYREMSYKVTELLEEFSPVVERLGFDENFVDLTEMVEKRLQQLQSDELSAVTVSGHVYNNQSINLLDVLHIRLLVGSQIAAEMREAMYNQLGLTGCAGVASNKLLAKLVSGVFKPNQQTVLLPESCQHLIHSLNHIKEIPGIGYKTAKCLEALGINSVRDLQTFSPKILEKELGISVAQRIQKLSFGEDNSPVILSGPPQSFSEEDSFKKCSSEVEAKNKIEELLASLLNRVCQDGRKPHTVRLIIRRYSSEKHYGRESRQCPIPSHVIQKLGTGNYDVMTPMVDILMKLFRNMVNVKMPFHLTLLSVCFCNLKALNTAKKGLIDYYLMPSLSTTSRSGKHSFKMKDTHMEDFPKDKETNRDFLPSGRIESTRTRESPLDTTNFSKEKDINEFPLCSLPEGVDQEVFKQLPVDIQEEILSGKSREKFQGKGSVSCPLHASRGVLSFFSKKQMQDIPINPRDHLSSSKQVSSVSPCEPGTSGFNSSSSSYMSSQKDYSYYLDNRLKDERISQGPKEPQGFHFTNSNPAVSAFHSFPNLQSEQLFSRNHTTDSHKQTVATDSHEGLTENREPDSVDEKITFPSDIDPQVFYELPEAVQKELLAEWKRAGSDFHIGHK
#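 Fluorescent replication assay read twice, at 0 min and 10 min after adding 50 nM (final) substrate. Enzyme (10 nM) and compounds were first incubated 15 min at room temperature; enzyme-free buffer wells were negative controls.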
# BLM inh – Bloom syndrome helicase (human) inhibition. Potency, µM (titrated, usually from 56.1 µM), without a hit: at the highest dose activity change, negative = inhibition, actives largely listed as inhibitors. recombinant BLM DNA unwinding, fluorescence dequenching. 0.2% of 350,000 active;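 also: plate controls were vehicle for no effect and no enzyme for full effect; nearly all actives have a fitted effect of over 35% in size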
# BAZ2B inh – BAZ2B (human) inhibition; Q9UIF8; AlphaScreen BAZ2B-H3K14Ac peptide displacement; Potency, µM (top dose mostly 114 µM), for inactives: at the highest dose activity change, negative = inhibition, actives largely listed as inhibitors; 4.4% of 360,000 active; AID 504333; also: % is scaled to controls: 0 for no effect and ±100 for the full control effect; nearly all actives have a fitted effect of over 60% in size
#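 Multi-concentration screen (max 110 uM) measuring displacement of acetylated histone H3 peptide from BAZ2B by AlphaScreen, using 50 nM protein, 50 nM peptide and 10 ug/mL streptavidin donor plus Ni-chelate acceptor beads.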
# Pol beta inh – inhibitors of human DNA polymerase beta. Pol beta primer extension/strand displacement, fluorescence kinetic. 1.3% of 340,000 active. Potency, µM (top dose mostly 114 µM), for inactives: at the top dose activity change, negative = inhibition, usual class: inhibitors. P06746. AID 485314; also: % is scaled to controls: 0 for no effect and ±100 for the full control effect
#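 10 nM enzyme + cpd, 15 min RT; start with substrate 50 nM final; read 0 min and after 10 min RT. Corrected, normalized data; 4-parameter Hill curve fit.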
# JMJD2A Tudor inh – JMJD2A Tudor domain (human) inhibition; O75164; AlphaScreen JMJD2A-Tudor / H3K4me3 peptide binding; Potency, µM (top dose mostly 114 µM), inactives show at the highest dose activity change, negative = inhibition, usual class: inhibitors; 4.4% of 390,000 active; also: % is scaled to controls: 0 for no effect and ±100 for the full control effect; nearly all actives have a fitted effect of over 50% in size
# Pol kappa inh – inhibitors of human DNA polymerase kappa; Q9UBT6; purified Pol kappa, fluorescent DNA synthesis assay, 10 min; Potency, µM (titrated, usually from 107 µM), for inactives: top-dose activity, negative = inhibition, hits mostly inhibitors; 0.53% of 400,000 active; AID 588579; also: % is scaled to controls: 0 for no effect and ±100 for the full control effect
#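 Enzyme at 10 nM met test compounds for 15 min at room temperature. Substrate addition (50 nM final) began the reaction, which was monitored by fluorescence at 0 and 10 min.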
# Numbers without * were called inactive; ? = inconclusive; / = no result given; & = joins results of further samples; [ ] = another dose, or the depositor's remark. Calls follow the shape of the dose curve; as a rule, active = well fitted curve in the direction sought with a large enough effect; inconclusive = small, poorly fitted or top-dose-only effect, or another doubt; inactive = no such curve, though single readings can be large; an effect the other way counts as inactive or inconclusive. Potency is read from the fitted curve at half-maximal effect. Some of the compounds tested; count on the stated rates, not on these rows.
# Every second line gives: BLM inh	JMJD2A Tudor inh	Pol beta inh	POLI inh	G9a inh	Pol kappa inh	APE1 inh	BAZ2B inh	POLH inh
- CC(C)NC(=O)Nc1ccc(Br)cc1Cl
    -3.1%	5.4%	7.7%	67.8%[activator]	-1.6%	1.2%	-2.8%	-10.7%	-23.5%
- CCNc1nc(Oc2ccccc2)nc(OC(C)C(=O)OCC)n1 (stereo not given)
    2.6%	3.2%	-0.9%	4.0%	-4.0%[59 µM]	-7.6%	7.9%	-3.0%	-8.7%
- O=C(Nc1sc2c(c1C(=O)O)CCC2)c1ccccc1Cl
    2.4%	?	2.0%	55.4%[activator]	8.2%[0.501 µM]	-1.7%	12.2%	2.7%	-1.3%
- O=C(NCCC1=CCCCC1)C1CCN(C(=O)N2CCOc3ccc(Cl)cc32)CC1
    3.1%	-22.7%	3.3%	9.2%	-31.7%[59 µM]	-0.7%	/	-33.8%	-18.8%
- O=C(CN1CCCCCC1)N/N=C/c1cccs1
    -0.9%	3.16µM*	1.4%	28.4%	2.4%	2.6%	3.7%	79.4µM*	-10.2%
- COc1ccc(-n2nc(C(=O)NCC(=O)NCCCN3CCCCCC3)c3ccccc3c2=O)cc1Cl
    1.0%	-16.9%	1.4%	?	25.1µM*	6.1%	5.6%	-2.1%	-20.7%
- COCc1ccc(CN2CCC(n3nccc3NC(=O)C(OC)c3ccccc3)CC2)o1 (stereo not given)
    -1.8%	-17.1%	21.9%	11.4%	-3.9%[12.7 µM]	-17.8%	-12.8%	-5.4%	-4.8%
- COc1cccc2c(=O)n(CC(=O)N3CCN(c4ccccc4)CC3)ccc12
    3.0%	-16.2%	-10.8%	-14.0%	-0.8%[59 µM]	-2.2%	-1.8%	5.3%	-0.3%
- CCOC(=O)C1=C(CC)Nc2ccccc2N=C1NC(=O)CCNC(C)=O
    -1.8%	-2.1%	35.8%[activator]	86.7%[activator]	-2.1%	-10.4%	4.0%	-14.8%	-2.7%
- COc1ccc(NC(=O)CN(C)C(=O)c2ccc(S(=O)(=O)Nc3ccccc3F)cc2)cc1
    /	-20.9%	/	21.8%	13.6%[59 µM]	-15.1%	-13.8%	-6.1%	-14.3%
- Cc1ccc(C(=O)NC(=S)Nc2cccc(NC(=O)c3ccccc3)c2)cc1[N+](=O)[O-]
    -5.3%	-23.8%	1.5%	-8.3%	-1.6%[59 µM]	1.2%	-0.7%	-1.1%	-6.3%
- Cc1nn(Cc2cccc(C(=O)NC(C)c3ccc(C(C)(C)C)cc3)c2)c(C)c1[N+](=O)[O-] (stereo not given)
    -9.8%	-16.7%	?	25.1%	?	-4.6%	-7.5%	-16.1%	-21.4%
- Cc1ccc(Cn2c(CN3CCC(C(=O)NCc4cccnc4)CC3)cc3ccccc32)cc1
    -6.8%	?	-1.0%	14.6%	-36.3%[59 µM]	-0.2%[60.1 µM]	/	?	-25.5%
- CCN1CCc2c(sc(NC(=O)c3ccc(S(=O)(=O)N4CCOCC4)cc3)c2C(N)=O)C1
    -7.4%	-16.7%	-1.2%	55.5%[activator]	56.2µM*	-7.5%	1.6%	-4.1%	-18.4%
- CNc1nc(-c2ccccc2)cc(-c2ccccc2)n1
    -9.3%	117.3%[activator]	9.2%	-21.8%	/	-14.5%	-12.5%	89.8%[activator]	-8.8%
- O=C(Nc1cccc([N+](=O)[O-])c1)c1ccc(N2CCCC2=O)cc1
    -2.5%	-2.2%	1.7%	1.3%	3.0%	1.1%	-3.2%	-4.9%	4.7%
- O=C(CCS(=O)(=O)c1ccc(F)cc1)N1CCN(c2ccccc2)CC1
    /	-16.2%	/	10.9%	4.0%	-11.9%	-0.1%	7.2%	-19.2%
- Cc1ccc(Nc2c(-c3ccco3)nc3nc(C)cc(C)n23)cc1
    -5.7%	-18.9%&-34.0%	-19.4%	1.7%&2.2%	?	3.7%&6.2%	-2.2%	/	-15.1%
- CC(C)c1ccc(NC(=O)CC2Oc3ccccc3NC2=O)cc1 (stereo not given)
    -2.6%&1.0%	-9.4%&-10.5%	-17.5%&0.0%	17.0%&-7.9%	7.6%	-0.1%&-2.4%	48.7%	-15.4%&-4.8%	-16.4%&-6.0%
- O=c1nccc(Nc2ccccc2)[nH]1
    -0.5%	-12.3%	?	25.8%	11.0%[12.7 µM]	-5.2%	4.4%	-3.5%	-13.2%
- COC(=O)CCNC(=O)N1CCN(c2nnc(C)c3c(C)n(-c4ccc(Cl)cc4)nc23)CC1
    1.8%	-10.3%	17.1%	16.9%	11.6%[59 µM]	0.8%	/	-9.0%	/
- COc1ccccc1NC(=O)c1sc2nc3c(cc2c1N)CN(Cc1ccccc1)CC3
    0.2%	-10.4%	7.7%	23.1%	?	-11.0%	/	-16.8%	-8.3%
- O=C(Cc1cccc(NC(=O)C2CCN(C(=O)C3CCC3)CC2)c1)Nc1cccc(C(=O)N2CCCCC2)c1
    /	-17.4%	/	18.5%	/	3.4%	/	/	-9.4%
- CCN(CC)C(=O)C(=O)c1c(-c2ccccc2)[nH]c2ccccc12
    0.3%	-11.5%	1.4%	3.8%	6.8%[59 µM]	-8.3%	0.6%	-3.1%	-17.0%
- O=C(Nc1cccc(Cl)c1Cl)c1ccc2c(c1)N(Cc1cccc(Cl)c1)C(=O)c1ccccc1S2(=O)=O
    -7.4%	-8.6%	-1.9%	12.0%	36.6%[59 µM]	-8.0%	/	15.1%	-10.1%
- O=C(COC(=O)c1ccc(Br)o1)Nc1ccc(S(=O)(=O)N2CCCC2)cc1
    -3.8%	-13.6%	-7.2%	?	10.0%[12.7 µM]	-11.4%	-8.9%	-2.4%	-0.3%
- COc1ccc(-c2c(C#Cc3ccsc3)c3cc(Br)ccc3n2C)cc1
    /	21.8%	/	-0.2%	7.7%[0.501 µM]	5.6%	18.5%	-1.7%	-0.1%
- O=C(C1CCN(S(=O)(=O)c2cccc3nonc23)CC1)N1CCN(c2ccc(F)cc2)CC1
    -4.0%	-28.0%	1.6%	3.0%	-32.5%[59 µM]	-4.5%	/	-13.3%	-0.6%
- CCN(CC)S(=O)(=O)c1cccc(-c2nnc(SCCOc3ccc(Cl)cc3)o2)c1
    -4.1%	0.3%	33.3%	?	15.1%	3.2%	4.4%	10.4%	-15.7%
- O=C(Nc1ccc(Cl)cc1)c1sccc1-n1cccc1
    -14.1%	0.7%	4.6%	26.4%	-30.6%	-10.7%	1.5%	-15.0%	-7.9%

# Rewritten field by field: part of the list above.
> O=C(C1CCN(S(=O)(=O)c2cccc3nonc23)CC1)N1CCN(c2ccc(F)cc2)CC1
  BLM inh: -4.0%	JMJD2A Tudor inh: -28.0%	Pol beta inh: 1.6%	POLI inh: 3.0%	G9a inh: -32.5%[59 µM]	Pol kappa inh: -4.5%	APE1 inh: /	BAZ2B inh: -13.3%	POLH inh: -0.6%

> CCN(CC)S(=O)(=O)c1cccc(-c2nnc(SCCOc3ccc(Cl)cc3)o2)c1
  BLM inh: -4.1%	JMJD2A Tudor inh: 0.3%	Pol beta inh: 33.3%	POLI inh: ?	G9a inh: 15.1%	Pol kappa inh: 3.2%	APE1 inh: 4.4%	BAZ2B inh: 10.4%	POLH inh: -15.7%

# Next compounds
# Every second line gives: BLM inh	JMJD2A Tudor inh	Pol beta inh	POLI inh	G9a inh	Pol kappa inh	APE1 inh	BAZ2B inh	POLH inh
- C=Cc1ccc(Cn2c(C(=O)O)c(CNCc3cc(Br)ccc3OC)c3ccc(C)cc32)cc1
    -5.5%	-6.9%	2.3%	45.5%[activator]	?	8.4%	/	-15.3%	-18.6%
- O=C(O)CCC(=O)Nc1ccccc1N1CCOCC1
    0.2%	-5.8%	0.3%	10.9%	6.3%[2.33 µM]	0.1%	19.8%	11.3%	-4.3%
- OCc1ncc(-c2ccccc2)s1
    0.5%	-13.0%	9.4%	5.9%	5.1%[0.501 µM]	11.3%	12.0%	1.5%	-1.3%
- COC(=O)Nc1cc(C(F)(F)F)ccc1N1CCN(c2ccccc2)CC1
    -3.4%	-10.5%	54.3%	22.0%	-19.0%[59 µM]	-2.6%	18.1%	-11.7%	-14.6%
- C/C(=N/OC(=O)c1cccc(Cl)c1)c1nccs1
    -4.1%	0.0%	4.3%	53.8%[activator]	11.3%[2.33 µM]	-17.3%	-0.2%	-5.0%	-7.4%
- Cc1ccc2nc(NC(=O)CSc3nncc(=O)n3N)sc2c1
    -1.9%	-5.5%	0.6%	6.1%	16.8%[59 µM]	-11.5%	1.3%	?	2.6%
- COc1ccc(OC)c(NC(=O)c2cccc(S(=O)(=O)N3CCN(C(C)=O)CC3)c2)c1
    -2.3%	2.5%	25.4%	108.8%[activator]	9.1%	2.5%	5.4%	-20.5%	-13.7%
- Cc1ccc(S(=O)(=O)N2CCCCC2)cc1NC(=O)c1cc(=O)[nH]c2ccccc12
    /	-27.1%	/	5.4%	16.8%[12.7 µM]	-5.2%	29.8%	-27.9%	-2.4%
- On1c(-c2ccccc2Cl)nc2ccccc21
    -2.1%	5.8%	-17.2%	17.0%	-1.6%	-4.6%	13.5%	-3.3%	-5.2%
- C[C@@H]1C[C@@H]2[C@H]3CCC4=CC(=O)C=C[C@]4(C)[C@]3(F)[C@@H](O)C[C@]2(C)[C@@]1(O)C(=O)CO
    5.2%[21.4 µM]	/	/	/	17.6%[21.5 µM]	-1.6%[12 µM]	2.9%[21 µM]	/	/
- CN(Cc1ccon1)C(=O)CC1C(=O)NCCN1CC(C)(C)C (stereo not given)
    3.9%	-9.8%[11.4 µM]	-1.3%	61.2%[activator]	44.7µM*	-1.4%	1.6%	-6.1%	-17.5%
- CCn1cc(C(=O)NCCC(C)C)c(=O)c2cc(S(=O)(=O)N(C)C3CCCCC3)ccc21
    -9.9%	-12.3%	-0.2%	-2.6%	-3.7%[59 µM]	-1.3%	/	/	-32.9%
- CC1CCC(NC(=O)CCC(=O)N2CC(C)Oc3ccccc32)CC1 (stereo not given)
    1.1%	-17.6%	-14.4%	?	-3.8%	-11.5%	-9.5%	-1.8%	-11.4%
- O=C1CC(c2ccccc2)CC(O)=C1C=NCc1ccccc1 (stereo not given)
    -3.7%	-16.6%	17.3%	16.6%	56.4%[activator]	-2.0%	0.5%	5.6%[57.1 µM]	11.4%
- N#Cc1ccc(NC(=O)c2cc(-c3cccs3)on2)cc1
    -3.6%	-9.9%	30.8%	2.8%	-5.7%	-4.2%	-0.2%	-16.0%	6.4%
